# RSV antiviral HEp-2: inhibition of RSV-induced cytopathic effect – HEp-2 cells, primary 10 µM value included (AID 2391). one-dose CPE inhibition, % at 10 µM; IC50 in µM for titrated hits. HEp-2 cells, RSV-induced CPE inhibition; higher % means a stronger effect. 310,000 compounds, 0.13% hits; in the data active means a potency from the dose series; further: strong numbers were not always called active
# West Nile antiviral: inhibition of WNV-induced cytopathic effect – cell-based, CPE readout (AID 1621) | West Nile virus-infected cells, CPE inhibition; higher % means a stronger effect | CPE inhibition, % at 10 µM, or IC50 in µM where a hit was titrated | 290,000 compounds, 0.02% hits; in the data active means a potency from the dose series; further: strong numbers were not always called active
# PMI inhibition: MPI inhibition at elevated mannose 6-phosphate – biochemical, fluorescence intensity, high mannose 6-phosphate, primary screen (AID 1220). inhibition, % at 20 µM; hits with a dose series show IC50 in µM. 190,000 compounds, 0.66% hits. recombinant PMI enzyme, coupled fluorescence intensity; higher % means a stronger effect
# K1F lysis inhibition: protection from phage-mediated lysis, alamar blue read-out – E. coli UTI89, K1F phage, bacterial capsule biogenesis inhibitors (AID 488966). inhibition, % at 100 µM, or IC50 in µM where a hit was titrated. E. coli UTI89 K1F phage lysis, alamar blue, 2 h; higher % means a stronger effect. 340,000 compounds, 0.02% hits;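 active means phage lysis inhibition, versus mean bacterial control, above a set limit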;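 further: capsule biogenesis inhibitors block K1F phage lysis so surviving cells raise fluorescence; higher fluorescence means more inhibition of phage lysis; actives were called in the ten point dose series up to 300 µM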
# T cell modulator: T cell immune modulators affecting CD8 T cell-vesicle binding; 330,000 compounds, 0.068% hits; 2C CD8+ T cell-vesicle binding, flow cytometry; active compounds read low; calls only at 7 µM; AID 2052;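 active means response, share of CD8 T cells binding vesicles, and their 90th percentile fluorescence all below set limits, cut at about 80% in these data, passing the limit was not always enough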
#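 System: murine 2C transgenic CD8+ T lymphocytes; also added: QL9-loaded Drosophila micro-vesicles; times: binding 1.5 h at 37 °C; measured by: flow cytometry, PE anti-B7-1 (FL2) versus Alexa647 anti-CD8 (FL8), PFA-fixed; control set: Peptide-free naked vesicles (low) and QL9 vesicles with 0.7% DMSO vehicle (high)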
# TNAP activators: human TNAP enzyme activators, primary screen, biochemical, luminescent, no phosphate acceptor, uHTS (AID 1001). purified TNAP, luminescent activation assay, no phosphate acceptor; higher activation fold means a stronger effect. activation fold at 20 µM, or EC50 in µM where a hit was titrated. 200,000 compounds, 0.03% hits; in the data active means activation fold from about 3, or a potency from the dose series; inactive means the rest, 99 in 100 with activation fold below about 1.6; further: many of its hits are not listed in these tables
# human PMI inhibition: MPI enzyme activity inhibition – biochemical, fluorescence intensity, coupled assay, primary screen (AID 1209); purified PMI enzyme, coupled fluorescence intensity; higher % means a stronger effect; inhibition, % at 20 µM, or IC50 in µM where a hit was titrated; 190,000 compounds, 0.42% hits;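 further: plate controls were DMSO vehicle for no effect and wells lacking substrate for full effect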
# P. falciparum M17LAP: P. falciparum M17LAP inhibitors, primary screen, biochemical, fluorogenic H-Leu-NHMec substrate, 1536-well (AID 1619); recombinant M17LAP, H-Leu-NHMec fluorogenic kinetic assay; higher % means a stronger effect; 220,000 compounds, 0.38% hits; inhibition, % at 30 µM, or IC50 in µM where a hit was titrated;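 active means compound inhibiting the enzyme by more than half at any dose during confirmatory dose-response retesting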;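 further: plate controls were full reaction with DMSO carrier for no effect and no enzyme background for full effect; strong numbers were not always called active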
# P. falciparum M1AAP: P. falciparum M1AAP inhibitors, biochemical, fluorogenic H-Leu-NHMec substrate, 1536-well (AID 1445). 220,000 compounds, 0.42% hits. recombinant M1AAP, H-Leu-NHMec fluorogenic kinetic assay; higher % means a stronger effect. inhibition, % at 30 µM, or IC50 in µM where a hit was titrated;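 active means primary inhibition above the hit cutoff, then over 50% inhibition at one or more dose response concentrations, cut at about 23% in these data, passing the limit was not always enough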;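 further: plate controls were DMSO full reaction for no effect and no enzyme background for full effect; strong numbers were not always called active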
# T cell modulator vesicle-bound %: further read-out of T cell modulator, marked with its call; double positive events, %; measured here: CD8+ vesicle-bound cell fraction;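 binding gate set so that unloaded-vesicle control wells show 10% double positive cells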
# The depositor's hits bear a star; i = inactive; x = no result given; [ ] = remark or other dose. Unless noted, no stated cut-off is given here; in the data, active means inhibition above about 50%; inactive means the rest. Outcome played no part in choosing rows; overall some 1.5% were active at least once.
# Each structure is followed by: RSV antiviral HEp-2, West Nile antiviral, PMI inhibition, K1F lysis inhibition, T cell modulator, T cell modulator vesicle-bound %, TNAP activators, human PMI inhibition, P. falciparum M17LAP, P. falciparum M1AAP
> CCOC(=O)[C@@H]1[C@H]2COc3ccc(Br)cc3[C@@H]2N2C(=O)N(c3ccccc3)C(=O)[C@]12C
    0.1%, -1.5%, x, 1.5%, i, 12, x, x, x, x
> Cc1ccsc1/C=N/NC(=O)C1CC(=O)N(c2ccc(F)cc2)C1 (stereo not drawn)
    1.1%, 0.6%, x, i, i, 11, x, x, 9%, 5%
> Cc1cccc(NC(=O)/C(C#N)=C/c2ccc(F)cc2)n1
    0.2%, -1.1%, x, 0.1%, i, 17, x, x, x, x
> CCOC(=O)c1nn(-c2ccc(Cl)cc2)c(C)cc1=O
    1.6%, -0.2%, x, 0.0%, i, 63, x, x, x, x
> Cc1noc(C)c1CSc1nnc2ccccn12
    -0.5%, -0.1%, 6%, i, i, 27, 0.9, 0%, -12%, 3%
> CC(C)(C)c1ccc(C(=O)N2CCN(CCNC(=O)C(=O)Nc3ccc(F)cc3)CC2)cc1
    4.8%, -0.6%, x, 0.0%, i, 16, x, x, x, x
> CN1c2ccccc2-c2nc3ccccc3n2C1c1ccccn1 (stereo not drawn)
    0.6%, -0.2%, 16%, 1.7%, i, 35, 1.1, 3%, -71%, 21%
> CC(NC(=O)c1cccs1)C(=O)NC1=NCCS1 (stereo not drawn)
    1.4%, 0.2%, 18%, 3.6%, i, 8, 1.1, 17%, -7%, -4%
> CCOc1cccc2cc(-c3csc(NC(=O)CCC(=O)N4CCC(C)CC4)n3)c(=O)oc12
    8.1%, 2.1%, 7%, 1.7%, i, 21, 1, 8%, -11%, -3%
> COCCNC(=O)CN(C(=O)CCC(=O)Nc1nccs1)c1ccccc1OC
    1.3%, -0.1%, -8%, 1.0%, i, 34, 1.1, -15%, -1%, -1%
> Cc1c(Br)cccc1NC(=O)c1sccc1-n1cccc1
    x, x, 2%, 1.6%, x, x, 1.1, 8%, 1%, 3%
> COC(=O)c1cc(CN2CCN(c3ccccc3)CC2)ccc1O
    1.3%, -0.3%, x, 0.2%, i, 58, x, x, x, x
> NC(N)=N/N=C/c1ccccc1
    0.9%, -0.5%, 3%, 0.4%, i, 36, 1.1, 1%, -7%, -7%
> Cc1ccc(C(=O)OCC(=O)Nc2ccccc2C(F)(F)F)cc1S(=O)(=O)N1CCOCC1
    1.9%, -0.2%, 3%, 4.5%, i, 38, 1.1, 2%, -5%, 7%
> C/C(=N\NC(=O)COc1cc(C)cc(C)c1)c1ccc(N2CCOCC2)cc1
    6.3%, 0.4%, 8%, 0.1%, i, 60, 1, 9%, 5%, 5%
> C#CCOc1ccccc1C(N)=O
    -0.5%, 0.4%, x, x, i, 32, x, x, 17%, -1%
> O=C(c1ccc(NS(=O)(=O)c2ccc(F)cc2)cc1)N1CCN(c2ccccc2O)CC1
    3.7%, 0.9%, x, 0.0%, i, 7, x, x, x, x
> COc1ccccc1C(=O)Nc1ccc2nc3n(c(=O)c2c1)CCCC3
    11%, -1.7%, x, -0.1%, i, 17, x, x, x, x
> CC(C)N1CC(C(=O)Nc2cc(Cl)cc(Cl)c2)CC1=O (stereo not drawn)
    1.0%, -0.6%, x, -2.2%, i, 31, x, x, x, x
> Cc1nnc(SCc2ccccc2Cl)n(N)c1=O
    1.1%, -0.2%, -1%, 0.1%, i, 26, 1, -3%, 2%, 7%

# Further records
# Each structure is followed by: RSV antiviral HEp-2, West Nile antiviral, PMI inhibition, K1F lysis inhibition, T cell modulator, T cell modulator vesicle-bound %, TNAP activators, human PMI inhibition, P. falciparum M17LAP, P. falciparum M1AAP
> O=C(CN1C(=O)CSc2ncccc21)Nc1cccc(Cl)c1
    1.1%, -0.2%, x, -0.6%, i, 41, x, x, x, x
> O=C(CN1CCCN(S(=O)(=O)c2ccc(F)cc2)CC1)Nc1cccc(F)c1
    2.9%, -0.3%, x, 1.4%, i, 47, x, x, x, x
> Cc1ccc(OCC(=O)Nc2ccc3oc(=O)ccc3c2)cc1C
    1.3%, -0.3%, x, 0.2%, i, 15, x, x, x, x
> c1csc(-c2ncc3ccccn23)c1
    3.1%, 0.1%, -10%, 1.8%, i, 59, 1, -3%, -3%, 3%
> O=C(O)CCCCCCCCc1cn(CC2CCCCC2)nn1
    -0.7%, 0.6%, x, -1.5%, i, 54, x, x, x, x
> CC(C)(C)NC(=O)CSc1nnc(-c2ccccn2)n1Cc1ccccc1
    -0.2%, -0.3%, x, 0.0%, i, 16, x, x, 7%, -2%
> CCOC(=O)C1C(=O)N(C(=O)c2ccc(OC)cc2)CC1c1ccccc1 (stereo not drawn)
    0.0%, 0.7%, -4%, 11%, i, 13, 0.9, 4%, 10%, -6%
> CC(=O)Nc1sc2c(c1C(c1cccs1)N1CCOCC1)CCCC2 (stereo not drawn)
    1.4%, 0.9%, 1%, -0.4%, i, 27, 1, -2%, 2%, 6%
> CCOc1cc(N2CCOCC2)c(OCC)cc1NC(=O)COc1ncnc2ccccc12
    0.1%, -0.5%, 9%, -0.1%, i, 47, 1.1, 13%, 42%, 2%
> Cc1[nH]nc2c1C(CC(C)C)C(C#N)=C(N)O2 (stereo not drawn)
    x, 0.1%, x, x, i, 56, x, x, 15%, 7%
> COc1ccc(N2C(N)=NC(N)=NC2(C)C)cc1
    0.9%, x, -11%, 0.1%, i, 45, 1.1, -4%, -5%, -1%
> O=C(Cn1cncn1)N/N=C/c1ccc(Cl)cc1
    0.4%, -0.2%, -5%, 1.6%, i, 44, 1.1, -8%, 4%, 0%
> CC1CCCN(c2nc(-c3cccnc3)nc3scc(-c4ccccc4)c23)C1 (stereo not drawn)
    19%, 0.4%, 10%, 2.5%, i, 33, 0.9, 21%, -8%, 6%
> COc1ccc(-c2csc(Nc3ccccc3)n2)cc1
    17%, -0.5%, 15%, 0.3%, i, 33, 1.1, 9%, -3%, 2%
> COc1cc(C(=O)NCC(=O)N/N=C/c2cccnc2)cc(OC)c1OC
    0.8%, 0.0%, x, 0.9%, i, 21, x, x, x, x
> Cc1ccc(CNC(=O)c2ccccc2NS(C)(=O)=O)cc1
    1.8%, 0.1%, 4%, 1.0%[50 µM], i, 50, 1.1, 1%, -24%, 6%
> O=C(CSc1n[nH]c(-c2ccccc2)n1)Nc1ccc(N2CCOCC2)cc1
    0.5%, -0.5%, 8%, 0.0%, i, 50, 0.6, -5%, 3%, 1%
> COc1ccc(C)cc1NC(=O)CCS(=O)(=O)c1ccc2c(c1)CCN2C(C)=O
    3.4%, 0.1%, 4%, 0.6%, i, 60, 1, -5%, -4%, 1%
> CN(C)C(=S)Nn1c(-c2ccccc2)nc2ccccc2c1=O
    -0.1%, -0.6%, -2%, 0.3%, i, 49, 1.2, 5%, 6%, 8%
> CC(=O)Nc1ccc(NC(=O)c2ccc(-c3ccc([N+](=O)[O-])cc3)o2)cc1
    9.9%, -0.8%, x, -1.8%[50 µM], i, 6, x, x, x, x

# Random excerpt: 7 entries already listed.
# Each structure is followed by: RSV antiviral HEp-2, West Nile antiviral, PMI inhibition, K1F lysis inhibition, T cell modulator, T cell modulator vesicle-bound %, TNAP activators, human PMI inhibition, P. falciparum M17LAP, P. falciparum M1AAP
> COc1ccc(N2C(N)=NC(N)=NC2(C)C)cc1
    0.9%, x, -11%, 0.1%, i, 45, 1.1, -4%, -5%, -1%
> O=C(CN1CCCN(S(=O)(=O)c2ccc(F)cc2)CC1)Nc1cccc(F)c1
    2.9%, -0.3%, x, 1.4%, i, 47, x, x, x, x
> O=C(Cn1cncn1)N/N=C/c1ccc(Cl)cc1
    0.4%, -0.2%, -5%, 1.6%, i, 44, 1.1, -8%, 4%, 0%
> O=C(CSc1n[nH]c(-c2ccccc2)n1)Nc1ccc(N2CCOCC2)cc1
    0.5%, -0.5%, 8%, 0.0%, i, 50, 0.6, -5%, 3%, 1%
> CN(C)C(=S)Nn1c(-c2ccccc2)nc2ccccc2c1=O
    -0.1%, -0.6%, -2%, 0.3%, i, 49, 1.2, 5%, 6%, 8%
> O=C(O)CCCCCCCCc1cn(CC2CCCCC2)nn1
    -0.7%, 0.6%, x, -1.5%, i, 54, x, x, x, x
> c1csc(-c2ncc3ccccn23)c1
    3.1%, 0.1%, -10%, 1.8%, i, 59, 1, -3%, -3%, 3%

# The listing continues:
# Each structure is followed by: RSV antiviral HEp-2, West Nile antiviral, PMI inhibition, K1F lysis inhibition, T cell modulator, T cell modulator vesicle-bound %, TNAP activators, human PMI inhibition, P. falciparum M17LAP, P. falciparum M1AAP
> C=CCn1c(-c2csc(-c3ccc(OC)c(OC)c3)n2)n[nH]c1=S
    -0.1%, 2.4%, -1%, 0.4%, i, 39, 1.4, -7%, -6%, 9%
> COc1ccc(C2C(C#N)=C(N)Oc3c2oc(CO)cc3=O)cc1 (stereo not drawn)
    1.5%, -0.1%, 35%, 0.2%, i, 22, 1.1, 14%, 3%, 4%
> COc1ccc(NCc2nnc(SCC(=O)Nc3ccc(OC)cc3OC)o2)cc1
    0.4%, 0.2%, 6%, -0.2%, i, 39, 1.2, 0%, 5%, 2%
> O=C1C=C(c2ccc3[nH]ccc3c2)CCC1
    9.5%, 0.0%, x, 1.9%, i, 53, x, x, x, x
> O=C(Nc1ccccc1C(=O)NC(Cc1ccc(O)cc1)C(=O)O)c1ccccc1 (stereo not drawn)
    -1.5%, 1.0%, 0%, -0.2%, i, 53, 1, 1%, 6%, -3%
> CCCOc1ccc(N2C(=O)CC(N3CCCC(C(=O)N4CCCC4)C3)C2=O)cc1 (stereo not drawn)
    2.5%, 0.3%, 6%, -0.2%, i, 28, 1.1, 5%, -1%, 1%
> O=C(NCCO)c1cccc2c1-c1ccccc1C2=O
    0.1%, 0.6%, 9%, 0.3%, i, 58, 1, 8%, -15%, 3%

# Exported with each value named: two of the compounds above
canonical_smiles: Cc1noc(C)c1CSc1nnc2ccccn12
  RSV antiviral HEp-2 = -0.5%
  West Nile antiviral = -0.1%
  PMI inhibition = 6%
  K1F lysis inhibition = i
  T cell modulator = i
  T cell modulator vesicle-bound % = 27
  TNAP activators = 0.9
  human PMI inhibition = 0%
  P. falciparum M17LAP = -12%
  P. falciparum M1AAP = 3%

canonical_smiles: CC(C)(C)c1ccc(C(=O)N2CCN(CCNC(=O)C(=O)Nc3ccc(F)cc3)CC2)cc1
  RSV antiviral HEp-2 = 4.8%
  West Nile antiviral = -0.6%
  PMI inhibition = x
  K1F lysis inhibition = 0.0%
  T cell modulator = i
  T cell modulator vesicle-bound % = 16
  TNAP activators = x
  human PMI inhibition = x
  P. falciparum M17LAP = x
  P. falciparum M1AAP = x

# Bioassay records (PubChem)
